S3 lipid droplet = qHTS Assay for Lipid Storage Modulators in Drosophila S3 Cells; Drosophila S3 cells, BODIPY lipid droplet fluorescence, 18-24 h; cells fed with added oleic acid; lipid storage change, negative = inhibition, % at the top dose, mostly 46.1 µM; hits show Potency in µM; 320,000 tested, 0.64% active; active means well fitted inhibition curve with a large enough effect in the signal ratio, with a control signal flat, not every such curve was filed as active; inconclusive means small, poorly fitted or top-dose-only effect, or effect the other way, or a change in a side signal; the % refers to the signal ratio
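Laser-scanning cytometry quantifies lipid droplet accumulation (500–530 nm total intensity; droplet/cell object ratio) in oleic acid-fed (400 uM added) Drosophila S3 cells treated with a concentration series. 20 uM Triacsin C defined 100% inhibition.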
S3 lipid droplet cell count max = second read-out of S3 lipid droplet, no call of its own (marks repeat the call); cell number change, %; measured here: cell count max response;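 cells counted by Cell Tracker Red CMTPX staining in the red channel; peak over a dose series mostly up to 46.1 µM; percent activity relative to internal control wells on each plate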
An asterisk follows results filed as active; i = inactive; ? = inconclusive; · = no result given; [ ] = another dose, or the depositor's remark. On the % scale 0 is the no-effect control and ±100 the full control effect; potency means the concentration at half of the fitted maximal effect. An excerpt (hit frequency here may not be typical).

#	molecule	S3 lipid droplet	S3 lipid droplet cell count max
1	CN(C(=O)c1ccccc1C(=O)OCC(=O)Nc1ccc(S(N)(=O)=O)cc1)c1ccccc1	?	·
2	CCC(c1nnc(SCC(=O)NC23CC4CC(CC(C4)C2)C3)o1)N(C)C (stereo not drawn)	?	·
3	CCOC(=O)c1ccc2ncc(-c3ccccc3)nc2c1	4.8%	-5.9
4	O=C(NCC1CCCO1)C(C(=O)c1ccc(F)cc1)n1ccccc1=O (stereo not drawn)	15.3%	1.7
5	O=C(C1CCCCN1S(=O)(=O)c1ccccc1[N+](=O)[O-])N1CCCCC1 (stereo not drawn)	?	·
6	COc1cccc(C(=O)N2CCN(C(=O)C3CCCO3)CC2)c1 (stereo not drawn)	?	·
7	NC(=O)c1ccc(Nc2ccc([N+](=O)[O-])cc2[N+](=O)[O-])cc1	?	·
8	CCOc1ccc(S(=O)(=O)NCCC(=O)NC(C)CCc2ccccc2)cc1 (stereo not drawn)	?	·
9	COC(=O)CSc1ncnc2c1sc1nc(-c3ccco3)c3c(c12)CC(C)(C)OC3	i	·
10	Cc1cccc(CSC(=N)N)c1	2.1%	0.3
11	O=C(CN1C2CCCC1CC(NC(=O)c1ccccc1)C2)NC1CC1 (stereo not drawn)	1.9%	-0.8
12	Cc1noc(C)c1COc1cccc(C(=O)OCC(=O)N2CC(=O)Nc3ccccc32)c1	-11.8%	-5.8
13	COCCCNC(=O)c1ccc2c(=O)n(C3CCCC3)c(=S)[nH]c2c1	-1.3%	4.6
14	Cc1cc(-c2ccccc2)[nH]c(=O)c1C#N	?	·
15	O=C(CCn1nnc2ccccc21)Nc1nnc(Cc2ccc(F)cc2)s1	?	·
16	Oc1ccc(/C=N/N(c2ccccc2)c2ccccc2)c(O)c1O	?	·
17	COC(=O)C1CN(C(=O)C(C)Oc2ccccc2F)c2ccccc2O1 (stereo not drawn)	-43.3%	17.2
18	COn1c(=O)c(=O)n(O)c2ccccc21	?	·
19	Cc1cn(CCC(=O)Nc2ccc(N3CCOCC3)cc2)c2ccccc12	16.3%	9.7
20	Cc1ccc(CNC(=O)CCCc2ccccc2)cc1	?	·
21	O=C(NCc1ccccc1Cl)C1CCN(S(=O)(=O)c2ccc(F)cc2)CC1	?	·
22	C=CCN1C(=O)C(C)NC1=S (stereo not drawn)	?	·
23	CCC1(C)Cc2nc3[nH]c(=S)n(-c4ccc(C)cc4)c(=O)c3cc2CO1 (stereo not drawn)	?	·
24	CCCOC(=O)c1ccc(OCC(O)CN2C(=O)NC(C)(C)C2=O)cc1 (stereo not drawn)	9.4%	16.2
25	Cc1ccc(S(=O)(=O)N2CCN(C(=S)NCC3CCCO3)CC2)cc1 (stereo not drawn)	23.8%[0.0737 µM]	27.6
26	CN1C(=O)Cc2cc(S(=O)(=O)Nc3ccc(N4CCOCC4)cc3)ccc21	i	6.7
27	Cc1cccc2cc(C3CC(c4cccs4)=NN3S(C)(=O)=O)c(Cl)nc12 (stereo not drawn)	10.4%	11.4
28	Cc1ccc2sc(NC(=O)c3ccc(N4C(=O)CCC4=O)cc3)nc2c1C	18.4%	5.4
29	CC(C)CN(C(=O)COC(=O)c1ccc([N+](=O)[O-])o1)C1CCS(=O)(=O)C1 (stereo not drawn)	i	·
30	O=c1cc(O)n(-c2ccccc2)c(=S)[nH]1	6.6%	-0.6
31	O=[N+]([O-])c1ccc(N2CCN(CC3CCCCC3)CC2)cc1	22.3%	-1.8
32	COc1ccccc1NS(=O)(=O)c1cccc(C(=O)N/N=C(\C)c2ccc3c(c2)OCCO3)c1	?	·
33	Cc1ccc(SCC(=O)O/N=C(\N)c2cccnc2)cc1	?	·
34	O=C(N/N=C(\Cc1ncc[nH]1)c1ccccc1)c1ccncc1	-5.5%	-18.4
35	Cc1sc2ncnc(N3CCC(C(=O)Nc4nc(-c5ccc(F)cc5)cs4)CC3)c2c1C	?	·
36	COc1ccc(C(=O)CC(=O)C(=O)Nc2cc([N+](=O)[O-])ccc2OC)cc1	?	·
37	CN(C)C(=O)CS(=O)(=O)c1ccc(Cl)cc1	-1.3%	-1.0
38	Cc1ccccc1CSCC(=O)NCc1ccco1	?	·
39	COc1cc(=O)[nH]c(SC(C)C(=O)Nc2cccc3ccccc23)n1 (stereo not drawn)	4.3%	8.5
40	O=S(=O)(Nc1ccccc1)c1ccc(-c2cnc(C3CC3)o2)cc1	?	·
41	O=C(NCCc1ccccc1)c1cc2sccc2n1Cc1ccccc1	?	·
42	CC1(C)Cc2c(C#N)c(N3CCN(C(=O)c4ccccc4)CC3)nc(-c3ccco3)c2CS1	-9.7%	-1.8
43	O=C(CNC(=O)c1ccccc1)N/N=C/c1ccccc1Cl	?	·
44	O=C(O)CSc1cccc2cccc(C(=O)O)c12	?	·
45	CC1CCCC(NC(=O)c2nn(C)c3c2CS(=O)(=O)c2ccccc2-3)C1C (stereo not drawn)	?	·
46	COc1ccc(Cl)cc1S(=O)(=O)n1c([N+](=O)[O-])cnc1C	?	·
47	Cc1ccccc1OCC(=O)NCC(c1ccco1)N1CCCCC1 (stereo not drawn)	?	·
48	CC(=O)Nc1ccc(NC(=O)CNC(=O)c2sc3ccccc3c2Cl)cc1	-5.0%	0.5
49	O=C(Nc1nc(-c2ccccn2)cs1)C12CC3CC(CC(O)(C3)C1)C2	i	·
50	CC(C)c1nnc(NC(=O)CCC(=O)N2CCN(Cc3ccc(F)cc3)CC2)s1	?	·
51	O=S1(=O)c2ccccc2N=NN1Cc1ccc(Cl)cc1	?	·
52	CCc1cccc(CC)c1NC(=S)N1CCn2cccc2C1c1ccncc1 (stereo not drawn)	?	·
53	COc1ccccc1CNC(=O)Cn1nnc(-c2ccncc2)n1	1.8%	-15.8
54	CN1CCN(C(=O)Nc2ccccc2)CC1	-1.2%	11.8
55	C=CCn1c(=N)n(CC(=O)OC)c2ccccc21	-2.5%	4.3
56	COc1ccc(N2C(=O)CCC(C(=O)N3CCCCC3)C2c2ccc(F)cc2)cc1 (stereo not drawn)	i	2.2
57	O=C(Nc1cccc(-n2cnnn2)c1)c1ccc(OC(F)(F)F)cc1	?	·
58	O=C(NNC(=S)Nc1ccc(Cl)cc1)c1ccccc1OC(F)F	?	·
59	Cc1ccccc1OCCC(=O)NCCc1ccc(S(N)(=O)=O)cc1	13.2%	-8.5
60	CO/N=C/c1c(-c2ccccc2)nn(C)c1Cl	?	·

(next part)
#	molecule	S3 lipid droplet	S3 lipid droplet cell count max
61	O=C(CN(C(=O)CNC(=O)c1ccco1)c1ccc2c(c1)OCO2)NC1CCCCC1	15.8%	-13.4
62	CCC(O)c1cc2c(cc1NC(=O)c1ccc(C)cc1)OCCO2 (stereo not drawn)	?	·
63	COc1ccccc1CNC(=O)COC(=O)CSc1ccc(Cl)cc1	5.8%	19.4
64	CC(C)(C)n1ncc(Oc2ccccc2[N+](=O)[O-])c(Cl)c1=O	?	·
65	O=C(NCc1cccc(Cl)c1)NCc1cccc(Cl)c1	-6.6%	6.9
66	CC1CCC(C(C)C)C(OCC(O)CNC(C)c2ccccc2)C1 (stereo not drawn)	?	·
67	CC(C)C[C@@H](CC#N)N1CCN(CCc2ccccc2)CCC1=O	?	·
68	CCN1C(=O)c2ccc(C(=O)Nc3nccs3)cc2C1=O	?	·
69	COc1ccc(Cl)cc1C(=O)N/N=C/c1ccc(N2CCOCC2)cc1	-7.8%	11.5
70	CC(NC(=O)CSc1nc2c(c(C(F)(F)F)n1)CCc1ccccc1-2)c1ccccc1 (stereo not drawn)	?	·
71	Nc1cccn2c(-c3ccc(Cl)c(Cl)c3)cnc12	?	·
72	O=C(Oc1coc(CSc2nnc(NC(=O)C3CC3)s2)cc1=O)c1c(F)cccc1F	2.0%	4.1
73	CCN(CC)c1ncnc2sc3c(c12)CCC3	?	·
74	COc1ccccc1NC(=O)CSC1=NCCN1	?	·
75	CC(C(=O)NCCc1ccc(S(N)(=O)=O)cc1)N1C(=O)CC(C)(C)Sc2ccccc21 (stereo not drawn)	-1.6%	·
76	Cc1ccc(N2CC(C(=O)NCCCn3ccnc3)CC2=O)cc1 (stereo not drawn)	i	18.1
77	CCCn1c(SCC(=O)NC2CCCC2)nnc1-c1cccnc1	?	·
78	Cc1ccc(-c2csc(/C(C#N)=C/Nc3ccccc3SC(F)(F)F)n2)cc1	6.5%	0.6
79	COc1ccc(S(=O)(=O)N2CCC(CN3C(=O)c4cccc5cccc(c45)C3=O)CC2)cc1	16.7%	1.8
80	CC(C)OC(=O)CNc1n[nH]c(=S)[nH]c1=O	1.7%	23.4
81	CCOC(=O)c1cnc2ccc(Br)cc2c1NCCCN1CCOCC1	i	-25.7
82	C=CCn1c(Cc2cccs2)nnc1SCC(=O)Nc1ccc(OC)cc1	?	·
83	Cc1cc(NC(=O)CSc2n[nH]c(-c3ccc(Cl)cc3Cl)n2)no1	?	·
84	COc1ccc(C(CC(=O)O)NC(=O)C(c2ccccc2)c2ccccc2)cc1 (stereo not drawn)	?	·
85	Cc1cc(NS(=O)(=O)c2ccc(NC(=S)NC(=O)c3ccc(C(C)(C)C)cc3)cc2)no1	?	·
86	COc1cc2cc(CN(Cc3cccnc3)C(=O)Nc3ccccc3F)c(=O)[nH]c2cc1OC	7.1%	4.6
87	O=C(NCc1ccc2c(c1)OCO2)c1cc(-c2ccccc2Cl)on1	0.6%	8.8
88	O=C(Nc1nc(-c2ccccn2)cs1)c1cc(S(=O)(=O)N2CCOCC2)ccc1F	-23.0%	4.6
89	COc1ccc(C(NCC(=O)Nc2c(C)cccc2C)c2ccccc2)cc1 (stereo not drawn)	0.7%	8.5
90	NC(=O)CSc1nc2scc(-c3ccco3)c2c(=O)n1-c1ccccc1	i	-6.4

4 entries picked at random from the list so far, as already listed:
#	molecule	S3 lipid droplet	S3 lipid droplet cell count max
76	Cc1ccc(N2CC(C(=O)NCCCn3ccnc3)CC2=O)cc1 (stereo not drawn)	i	18.1
83	Cc1cc(NC(=O)CSc2n[nH]c(-c3ccc(Cl)cc3Cl)n2)no1	?	·
87	O=C(NCc1ccc2c(c1)OCO2)c1cc(-c2ccccc2Cl)on1	0.6%	8.8
81	CCOC(=O)c1cnc2ccc(Br)cc2c1NCCCN1CCOCC1	i	-25.7

(listing goes on)
#	molecule	S3 lipid droplet	S3 lipid droplet cell count max
91	COc1ccc(S(=O)(=O)N2CCOCC2)cc1NC(=O)CN1C(=O)NC(C)(C2CC2)C1=O (stereo not drawn)	16.8%	-7.7
92	CC(=O)Nc1ccc(Nc2nc(C)cc(C)n2)cc1	-1.4%	7.8
93	O=S1(=O)[C@H]2C[C@@H]3C=C[C@@]2(CN1Cc1cccc(Cl)c1)O3	?	·
94	COc1ccc(NC(=O)CN2C(=O)NC(C)(c3ccccc3)C2=O)cc1Cl (stereo not drawn)	?	·
95	O=C(c1cc2cc(Br)ccc2o1)N1CCN(c2ccccc2)CC1	?	·
96	O=C(Oc1cccc([N+](=O)[O-])c1)C1CCN(C(=O)c2ccc(F)cc2)CC1	?	·
97	CCC(C)c1ccc(NC(=O)c2cccs2)cc1 (stereo not drawn)	5.2%	-19.1
98	CN1CCN(C(=O)C2=C[C@H](c3coc4ccccc4c3=O)C[C@H](OCCCCO)O2)CC1	-16.9%	1.2
99	Cc1cc(N(C)Cc2ccccc2)nc2cc(O)ccc12	?	·
100	CCCN(C(=O)CSc1nnc(-c2ccoc2C)n1N)C1CCS(=O)(=O)C1 (stereo not drawn)	?	·
101	CN(C)S(=O)(=O)c1ccc(N2CCCC2)c(C(=O)NNC(=O)c2ccc(Br)cc2)c1	?	·
102	NS(=O)(=O)c1ccc(CCNc2nc(CN3CCOCC3)nc3sc4c(c23)CCC4)cc1	?	·
103	Fc1ccc(Cn2nnc3ccccc32)cc1	6.0%	2.8
104	CC(=O)NCc1ccc(-c2csc(N)n2)s1	9.1%	-20.0
105	COc1ccc(-c2c(C)nn(-c3ccccc3)c2N)cc1OC	1.6%	4.7

Ordered by value in S3 lipid droplet (smallest number first): three of the compounds above.
cpd | Molecule | S3 lipid droplet | S3 lipid droplet cell count max
42 | CC1(C)Cc2c(C#N)c(N3CCN(C(=O)c4ccccc4)CC3)nc(-c3ccco3)c2CS1 | -9.7% | -1.8
48 | CC(=O)Nc1ccc(NC(=O)CNC(=O)c2sc3ccccc3c2Cl)cc1 | -5.0% | 0.5
97 | CCC(C)c1ccc(NC(=O)c2cccs2)cc1 (stereo not drawn) | 5.2% | -19.1

More results.
#	molecule	S3 lipid droplet	S3 lipid droplet cell count max
106	CCCC(=O)Nc1nn(CC(C)C)c2nc3cc(C)ccc3cc12	7.8%	16.6
107	CCCCOc1ncnc2c1[nH]c1ccc(C)cc12	?	·
108	Cc1cccc(C)c1OCc1cc(C(=O)N2CCN(c3ccc(F)cc3)CC2)no1	?	·
109	Cc1onc(-c2ccccc2)c1C(=O)N1CCCSC1=Nc1ccccc1	i	·
110	Cc1cc(C)c(C)c(OCc2nc(-c3cccnc3)no2)c1	?	·
111	COC(=O)C1=C(C)NC(=O)NC1c1cccc(OC)c1OCc1ccccc1 (stereo not drawn)	i	-10.8
112	CN(CC(=O)Nc1cccc2c1CCCC2)S(=O)(=O)c1ccc(Br)cc1	?	·
113	COc1ccc(N2CCN(S(=O)(=O)CCNC(=O)C(C)Oc3ccccc3)CC2)cc1 (stereo not drawn)	-2.4%	-2.3
114	CC(C)Oc1cccc(-c2cc(C(=O)NC(=S)N(C)c3ccccc3C(=O)O)c3ccccc3n2)c1	?	·
115	Cc1nnc(SCC(=O)Nc2cc(S(=O)(=O)N3CCCC3)ccc2Cl)s1	?	·
116	Cc1ccccc1-c1nnc2s/c(=C\c3ccc(N(C)C)cc3)c(=O)n12	?	·
117	O=C(NCCc1ccc(Cl)cc1)c1ccc(Br)s1	i	88.6
